# From PubChem BioAssay
# KCNH2 3.1 inh = qHTS for Inhibitors of KCHN2 3.1: Mutant qHTS | U2OS KCNH2 3.1, thallium flux FluxOr; active compounds read low | actives 0.95% (n = 340,000) | Potassium voltage-gated channel subfamily H member 2, brain isoform KCNH2 3.1 (human) | activity change, % (tested at about 1.8 µM);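 active = maximum activity change below -70%; inconclusive = maximum activity change from -70% to -50%; inactive = maximum activity change above -50%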;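 also: thallium influx rate constant from kinetic fluorescence after stimulation buffer; % is scaled to controls: 0 for no effect and ±100 for the full control effect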
#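 U2OS cells transduced with KCNH2 3.1 mutant virus (1.77 x 10^8 /mL, 4 h), plated overnight at 37 C, loaded 45 min with FluxOr dye plus Red40 quencher. Thallium flux rate constant from kinetic reads after stimulation buffer, normalised to controls.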
# Menin MLL FP TR = qHTS Assay for Inhibitors Targeting the Menin-MLL Interaction in MLL Related Leukemias: Competition With Texas Red Labeled MLL-derived Mutant Peptide; O00255; Menin + Texas Red MLL mutant peptide, fluorescence polarization; Potency, µM (top dose mostly 61.6 µM), without a hit: at the top dose FP activity change, negative = inhibition, actives largely listed as inhibitors; actives 0.23% (n = 270,000); active = well fitted inhibition curve with a large enough effect in the polarisation, with a control signal flat, not every such curve was filed as active; inconclusive = small, poorly fitted or top-dose-only effect, or effect the other way, or a change in a side signal; inactive = no such curve, though single readings can be large or run the other way; the % refers to the polarisation; also: potency is read from the fitted curve at half-maximal effect; % of control where 0% means no effect; many of its hits are not listed in these tables
# Target sequence (O00255 whole entry, looked up): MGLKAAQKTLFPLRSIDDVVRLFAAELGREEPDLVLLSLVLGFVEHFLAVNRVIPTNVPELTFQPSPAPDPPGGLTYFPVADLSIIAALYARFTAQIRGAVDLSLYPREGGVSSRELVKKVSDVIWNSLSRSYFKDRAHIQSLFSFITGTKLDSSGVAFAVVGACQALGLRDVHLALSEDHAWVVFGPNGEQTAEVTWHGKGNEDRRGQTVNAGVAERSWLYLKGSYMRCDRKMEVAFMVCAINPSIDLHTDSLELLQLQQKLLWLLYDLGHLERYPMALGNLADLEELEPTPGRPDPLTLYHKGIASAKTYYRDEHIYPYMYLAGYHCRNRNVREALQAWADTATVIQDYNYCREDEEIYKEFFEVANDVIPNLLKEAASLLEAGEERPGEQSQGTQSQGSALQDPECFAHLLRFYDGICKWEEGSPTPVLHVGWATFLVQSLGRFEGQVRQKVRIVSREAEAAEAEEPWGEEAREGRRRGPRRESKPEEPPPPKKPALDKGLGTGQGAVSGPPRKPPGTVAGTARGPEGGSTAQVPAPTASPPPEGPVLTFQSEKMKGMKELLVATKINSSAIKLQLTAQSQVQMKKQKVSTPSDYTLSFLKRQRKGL
# PKM2 activator = qHTS Assay for Activators of Human Muscle isoform 2 Pyruvate Kinase. purified PKM2, Kinase-Glo ATP luminescence, activation; response scale: 0% is enzyme alone, no compound. Potency, µM (series often up to 57.5 µM), without a hit: at the highest dose activation, actives largely listed as activators. actives 0.34% (n = 260,000). AID 1631, 2009; also: potency is read from the fitted curve at half-maximal effect; % is scaled to controls: 0 for no effect and ±100 for the full control effect; nearly all actives have a fitted effect of over 55% in size
# Target sequence (P14618 whole entry, looked up, canonical isoform): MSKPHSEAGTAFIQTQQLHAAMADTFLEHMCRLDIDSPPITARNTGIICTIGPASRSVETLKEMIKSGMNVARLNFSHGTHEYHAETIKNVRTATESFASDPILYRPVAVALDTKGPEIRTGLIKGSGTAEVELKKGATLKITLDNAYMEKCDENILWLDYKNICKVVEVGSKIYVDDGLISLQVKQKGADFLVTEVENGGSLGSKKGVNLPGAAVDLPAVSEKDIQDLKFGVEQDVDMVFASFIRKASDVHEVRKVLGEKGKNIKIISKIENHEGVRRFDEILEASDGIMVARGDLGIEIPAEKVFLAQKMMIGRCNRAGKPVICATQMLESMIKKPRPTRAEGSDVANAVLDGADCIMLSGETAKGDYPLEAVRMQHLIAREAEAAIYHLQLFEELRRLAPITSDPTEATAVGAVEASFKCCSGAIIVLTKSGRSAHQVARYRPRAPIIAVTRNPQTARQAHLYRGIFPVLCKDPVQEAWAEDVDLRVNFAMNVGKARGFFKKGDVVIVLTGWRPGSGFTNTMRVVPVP
#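 Kinase-Glo luminescence reports ATP generated from ADP (0.1 mM) and PEP (0.5 mM) by purified hPK-M2 after 1 h at room temperature, pH 7.2 imidazole buffer; intermediate enzyme activity allows detecting inhibitors and activators.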
# MBNL1 CUG block = qHTS Assay for Inhibitors of MBNL1-poly(CUG) RNA binding; Potency, µM (highest dose often 57.5 µM), for the others: at the top dose activity change, negative = inhibition, most hits filed as inhibitors; AID 2675, 2010; actives 0.036% (n = 280,000); TR-FRET MBNL1-His/biotin-(CUG)12 binding, 665/545 ratio; active = well fitted inhibition curve with a large enough effect in the signal ratio, with a control signal flat, not every such curve was filed as active; inconclusive = small, poorly fitted or top-dose-only effect, or effect the other way, or a change in a side signal; inactive = no such curve, though single readings can be large or run the other way; the % refers to the signal ratio; also: potency is read from the fitted curve at half-maximal effect; % is scaled to controls: 0 for no effect and ±100 for the full control effect
#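 TR-FRET readout: Ex 340 nm, 665/545 nm emission ratio, normalized to buffer-only (basal) and MBNL1-(CUG)12 controls. Complex of MBNL1-His with Biotin-(CUG)12, compounds 92 nM–58 uM, incubated 60 min at room temperature.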
# Mito fusion act = qHTS Assay for Small Molecule Inhibitors of Mitochondrial Division or Activators of Mitochondrial Fusion; S. cerevisiae fusion-defective mutant growth rescue, CellTiterGlo 48 h; Potency, µM (doses to about 46.1 µM), without a hit: top-dose growth rescue (activation), most hits filed as activators; actives 0.23% (n = 320,000);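 also: potency is read from the fitted curve at half-maximal effect; % of control where 0% means no effect; nearly all actives have a fitted effect of over 45% in size; temperature-sensitive fusion mutants such as fzo1-1 at 37 °C on non-fermentable ethanol glycerol medium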
#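 S. cerevisiae fusion-defective temperature-sensitive mutants (e.g. fzo1-1, mgm1-5) grown 48 h at 37C in YPEG (ethanol/glycerol non-fermentable) medium with 23 nl compound per well; growth rescue read as CellTiterGlo luminescence.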
# RORgamma inh = qHTS for inhibitors of ROR gamma transcriptional activity; Drosophila S2 Gal4-RORgamma UAS-luciferase reporter, 20 h; actives 5.4% (n = 310,000); Nuclear receptor ROR-gamma (Mus musculus), P51450; Potency, µM (highest dose often 53.6 µM), for the others: at the highest dose activity change, negative = inhibition, actives largely listed as inhibitors; AID 2551, 2010; also: potency is read from the fitted curve at half-maximal effect; % is scaled to controls: 0 for no effect and ±100 for the full control effect; nearly all actives have a fitted effect of over 60% in size
#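 Schneider cells (Drosophila), stable Gal4 DBD–ROR gamma + UAS-luc; 1 hr cmpd preincubation; Cu2+ induction 700 uM final; 20 hr ambient; luminescence.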
# VP16 counter = VP16 counterscreen qHTS for inhibitors of ROR gamma transcriptional activity; actives 3.5% (n = 310,000); Drosophila S2 Gal4-VP16 UAS-luciferase, luminescence, 20 h; Potency, µM (highest dose often 53.6 µM), inactives show at the highest dose activity, negative = inhibition, usual class: inhibitors;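 also: Gal4-VP16 expression switched on by copper sulfate through the metallothionein promoter; potency is read from the fitted curve at half-maximal effect; % is scaled to controls: 0 for no effect and ±100 for the full control effect; nearly all actives have a fitted effect of over 50% in size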
# FLuc counter = qHTS profiling assay for firefly luciferase inhibitor/activator using purifed enzyme and Km concentrations of substrates (counterscreen for miR-21 project); Luciferin 4-monooxygenase (Photinus pyralis), P08659; Potency, µM (doses to about 57.5 µM), inactives show top-dose activity change, negative = inhibition, most hits filed as inhibitors; actives 6.9% (n = 360,000); AID 588342, 2011; purified FLuc, Km substrates, luminescence inhibition;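 also: potency is read from the fitted curve at half-maximal effect; plate controls were vehicle for no effect and reference inhibitor for full effect; nearly all actives have a fitted effect of over 55% in size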
#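 Biochemical qHTS of compounds, final roughly 60 µM downward over six points, against 10 nM purified firefly luciferase using Km concentrations of substrates (10 uM D-luciferin, 10 uM ATP) in Tris acetate pH 7.5 buffer; luminescence output.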
# ELG1 repair inh = qHTS screen for small molecules that inhibit ELG1-dependent DNA repair in human embryonic kidney (HEK293T) cells expressing luciferase-tagged ELG1. actives 2.3% (n = 330,000). HEK293T ELG1-luciferase reporter, luminescence, 16 h; DNA damage induced by 5-fluorouridine. Potency, µM (top dose mostly 46.1 µM), inactives show top-dose activity change, negative = inhibition, most hits filed as inhibitors. AID 504467, 2011; also: potency is read from the fitted curve at half-maximal effect; % is scaled to controls: 0 for no effect and ±100 for the full control effect; nearly all actives have a fitted effect of over 55% in size
#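 Overnight (16 hr) co-exposure of 2,000 cells/well to 5-fluorouridine and compound at 37 °C preceded detection. Luciferase was quantified via ONE-Glo luminescence; loss of signal denotes inhibition.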
# Rab9 prom act = qHTS Assay for Rab9 Promoter Activators | Huh7 Rab9 promoter-luciferase reporter, luminescence, 24 h | Potency, µM (top dose mostly 9.22 µM), without a hit: at the top dose activation, negative = inhibition, hits mostly activators | actives 2.8% (n = 320,000) | AID 485297, 2010; also: potency is read from the fitted curve at half-maximal effect; % of control where 0% means no effect; nearly all actives have a fitted effect of over 60% in size
#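 Huh7 cells stably carrying a Rab9 promoter-luciferase reporter, 1500 cells per well in OP-MEM I with 10% FBS, treated with compound 24 hours at 37C. Luciferase activity read by luminescence after 10 minutes with Amplite reagent.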
# NPC1 promoter act = qHTS Assay for NPC1 Promoter Activators; Huh7 NPC1 promoter luciferase reporter, 24 h; Potency, µM (doses to about 9.22 µM), inactives show at the top dose activation, hits mostly activators; actives 2.4% (n = 320,000); AID 485313, 2010;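 also: potency is read from the fitted curve at half-maximal effect; % of control where 0% means no effect; nearly all actives have a fitted effect of over 60% in size; reporter is driven by a mutant NPC1 promoter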
#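 Stable NPC1-promoter luciferase Huh7 line; cpd (DMSO) 24 h, 37 °C, 5% CO2; Amplite luciferase reagent 10 min RT; luminescence readout. qHTS format.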
# The depositor's hits bear a star; ? = inconclusive; · = no result given; & = joins results of further samples; [ ] = remark or other dose. Unless noted, calls follow the shape of the dose curve; as a rule, active = well fitted curve in the direction sought with a large enough effect; inconclusive = small, poorly fitted or top-dose-only effect, or another doubt; inactive = no such curve, though single readings can be large; an effect the other way counts as inactive or inconclusive.
molecule,PKM2 activator,MBNL1 CUG block,FLuc counter,Mito fusion act,Rab9 prom act,Menin MLL FP TR,RORgamma inh,KCNH2 3.1 inh,ELG1 repair inh,VP16 counter,NPC1 promoter act
COC(=O)c1ccc(NC(=O)C(=O)N2CCN(C(=S)Nc3cccc(OC)c3)CC2)cc1,-3%,-7%,-7%,-2%,-6%,?,8%,9,?,-11%,-1%
O=C(CNC(=O)C1CCCC1)Nc1ccccc1Br,·,·,5%,-7%,-2%,·,·,3,19%,·,1%
COc1ccc(NC(=O)C(c2ccc(C)cc2)N(C)C(=O)Cc2cccs2)cc1 (stereo unspecified),-7%,0%,-2%&3%,-13%,3%,49%[activator],4%,2,1%,-13%,0%
C=CCn1c(SCCC)nc(O)cc1=O,-11%,-20%,2%,4%,-2%,2%,?,8,-2%,-15%,0%
CCc1ccc(NC(=O)CSc2nnc(Cc3cccn3C)n2-c2ccc(F)cc2)cc1,4%,-6%,-2%,14%,-1%,9%,?,-15,-3%,-11%,1%
CC1(C)CC(NS(=O)(=O)c2cccc3ccccc23)CC(C)(C)N1,4%,-13%,-2%,1%,1%,·,0%,12,0%,-1%,11%
CCCCCCCCS(=O)c1sc2nc(C)cc(C)c2c1N (stereo unspecified),19%,9%,?,7%,0%,?,-4%,6,?,19%,-3%
NC(=O)c1cccnc1Oc1ccc(Cl)cc1Cl,-6%,-4%,-11%,3%,-1%,·,-1%,12,18%,14%,0%
CCOC(=O)N1CCN(C(=O)Cn2c(C)cc3ccccc3c2=O)CC1,6%,6%,0%,-1%,-2%,-3%,-8%,0,1%,-4%,4%
CCCOC(=O)c1ccc(NC(=O)c2ccccc2OC)cc1,-1%,-2%,?,-4%,14%,8%,0%,0,?,4%,10%
Cc1c(C(=O)N2CCCC2)c(S(=O)(=O)NCC(C)c2ccccc2)c(C)n1C (stereo unspecified),·,0%,3%,1%,-1%,·,5%,7,22%,-5%,-2%
CCn1c(Cc2ccccc2)nnc1SCC(=O)N1CCCCC1,-3%,-12%,2%,-1%,-2%,5%,5%,4,15%,7%,-1%
C#CCSc1nnc(-c2ccc(OC)cc2)o1,-6%,9%,7.6µM*,2%,2.8µM*,5%,-34%,-1,?,-4%,2.8µM*
Cc1ccc2c(c1)NC(=O)c1cccc([N+](=O)[O-])c1CO2,-21%,17%,-1%,0%,9%,-5%,19%,·,-2%,2%,-2%
Cc1nnc(SCC(=O)NN2C(=O)NC3(CCCCC3)C2=O)s1,-4%,40%[activator],3%,-4%,-2%,9%,8%,-3,21%,0%,1%
Cc1nc(C(=O)Nc2ccc(F)cc2)nn1-c1ccc([N+](=O)[O-])cc1,4%,?,0%,-5%,2%,-2%,0%,5,8%,5%,-6%
Oc1ccccc1OCc1nc2ccccc2s1,-10%,-5%,5.4µM*,5%,29%,23%,?,9,?,23%,13%
N#Cc1ccc(Oc2ccc(/C=N/O)cn2)cc1,-8%,3%,0%,4%,-2%,9%,22%,-13,-3%,-10%,1%
C=CCN1C(=O)/C(=C/c2ccc(OC)cc2)S/C1=N/c1nccs1,0%,-12%,1%,-5%,-3%,-1%,5µM*,-11,14%,-25%,-3%
COc1cc2nc(N(CCCN(C)C)C(=O)c3ccc(C(=O)c4ccccc4)cc3)sc2cc1OC,·,·,0%,-10%,-2%,·,·,15,?,·,-4%
CC(=O)c1c(C)[nH]c(C(=O)Nc2ccccc2Cl)c1C,?,1%,-12%,?,20%,-15%,-27%,6,?,?,?
CCOC(=O)/C(=N/Nc1ccccc1)Sc1nnc(CCc2ccccc2)n1-c1ccccc1,-7%,-2%,-2%,3%,0%,-25%,4.5µM*,-17,9%,7.1µM*,-3%
O=P(CCN1CCCCC1)(c1ccccc1)c1ccccc1,0%,2%,0%,0%,4%,-10%,-9%,6,1%,-2%,1%
CC1CCN(c2ccc([N+](=O)[O-])c(SCCO)c2)CC1,-12%,?,-2%,12%,?,·,39%,2,?,?,-2%
COc1ccc(OC)c(NC(=O)Cn2c(-c3ccc(Cl)cc3)noc2=O)c1,1%,-7%,10%,3%,6%,?,21%,1,-16%,2%,3%
O=C(Nc1nc(-c2nc3ccccc3s2)cs1)C1COc2ccccc2O1 (stereo unspecified),6%,49%[activator],19µM*,0%,28%,?,?,-83*,?,?,20%
COc1ccc(Cc2nnc(NC(=O)c3ccccc3Cl)s2)cc1OC,-2%,-8%,-1%,4%,-1%,4%,32%,-1,-3%,21%,-1%
CCN(C(=O)CN1C(=O)c2ccc([N+](=O)[O-])cc2C1=O)C1CCCCC1,1%,2%,3%,3%,6%,·,25%,7,?,-6%,4%
Cc1ccnc(Sc2ccc([N+](=O)[O-])cn2)n1,1%,?,-15%,-7%,?,12%,7%,-20,12%,-6%,20%
C/C(=N\NC(=O)C1CC1)c1ccc(C(C)(C)C)cc1,-1%,-5%,?,-3%,14%,·,31%,-12,?,-1%,5%
Cc1cc(Br)ccc1NC(=O)CN(C)C(=O)COc1cccc2c1OC(C)(C)C2,·,·,-22%,4%,-5%,·,·,12,-4%,·,-2%
O=C(O)CC/C(=N/NC(=O)c1cn(-c2ccccc2)nc1-c1ccccc1)C(=O)O,-19%,-10%,?,0%,-5%,10%,-6%,9,?,1%,-3%
CC(C)CNC(=O)CSc1nnc2ccccn12,-2%,-8%,1%,0%,-7%,1%,8%,-20,7%,-2%,-5%
O=S(=O)(NC1CC2CCC1C2)c1ccc2c(c1)OCCO2 (stereo unspecified),2%,-10%,-4%,-6%,6%,2%,8%,-15,-1%,1%,2%
CCCSc1nnc(Cn2c(=O)sc3ccccc32)n1C,1%,1%,0%,-2%,1%,-9%,-8%,-12,-2%,-4%,-1%
CS(=O)(=O)N1CCN(C(=O)Cc2ccccc2)CC1,-5%,1%,4%,-2%,3%,13%,-10%,3,5%,4%,-1%
COc1cccc(CN2CCC(C(=O)Nc3ccc(-c4cccc(C)c4)cc3)CC2)c1O,1%,-2%,-3%,-18%,-3%,5%,?,-95*,-4%,?,-2%
O=C1C2CC=CCC2C(=O)N1n1cnnc1 (stereo unspecified),-1%,-1%,0%,-1%,-5%,8%,1%,-4,5%,-9%,-1%
CCOC(=O)CC1=NN(c2ccccc2)C(=O)/C1=C\c1ccc(OC)cc1OC,-6%,·,-10%,-9%,1%,9%,-8%,-16,?,8%,0%
O=C(NCc1cccs1)c1cc(-c2ccc(O)cc2)on1,-6%,-12%,?,-5%,3.5µM*,·,?,2,?,-24%,?
Cc1ccc(C2Nc3ccccc3NC3=C2C(=O)CC(C)(C)C3)c(O)c1 (stereo unspecified),6%,4%,1%,1%,-5%,7%,38%,5,3%,-4%,-8%
O=c1ccc(S(=O)(=O)N2CCCC2)cn1Cc1nc(-c2ccc(F)cc2)no1,·,·,7%,-1%,2%,·,·,-3,?,·,1%
O=C(CNS(=O)(=O)c1ccc(Br)s1)N1CCCC1,3%,5%,-1%,1%,-1%,-1%,-35%[0.365 µM],13,0%,·,-3%
O=C(COc1cc(F)ccc1[N+](=O)[O-])Nc1ccc(N2CCCCC2)cc1,·,·,-5%,12%,-5%,·,·,14,-10%,·,0%
O=C(Cn1cc(S(=O)(=O)Cc2cccc([N+](=O)[O-])c2)c2ccccc21)N1CCOCC1,-8%,25%,4%,0%,5%,·,-34%,·,1%,-5%,-1%

# A portion of the library. The share of hits here may be higher or lower than overall.
